High-throughput results: PubChem, NCI
Growth percent in the NCI-60 one-dose screen (48 h, 10 µM unless noted): 100 = growth as untreated, 0 = no growth, -100 = all killed.
SF-539: SF-539 CNS cancer; 81,000 tested, 6.8% active
SF-268: SF-268 CNS cancer cells. 82,000 tested, 3.1% active. AID 1794759
SNB-75: SNB-75 CNS cancer; 79,000 tested, 5% active
SF-295: SF-295 CNS cancer cells. 79,000 tested, 5.6% active
HT29: HT29 colon cancer | AID 1794748 | 81,000 tested, 7.4% active
HCC-2998: HCC-2998 colon cancer. 79,000 tested, 4.7% active. AID 1794799
SNB-19: SNB-19 CNS cancer cells. 81,000 tested, 2.5% active. AID 1794751
KM12: KM12 colon cancer cells | 82,000 tested, 5% active | AID 1794800
SW-620: SW-620 colon cancer | 82,000 tested, 5.2% active
Starred values were filed as active, the others as inactive; x = no result given; & = joins results of further samples. How the source made its calls: active means growth percent below 10; inactive means the rest. The order is random. About 11% of those tested had a hit in this group.

1. COc1ccccc1C1C(C#N)=C(N)N(c2ccc(F)cc2F)C2=C1C(=O)CC(C)(C)C2 (configuration not stated)
2. CCCCCc1cc[n+](/C=C/c2ccccc2)cc1
3. CCOC(=O)CCCCSCCCCC(=O)OCC
4. Clc1nc2ccccc2nc1Cl
5. OC1c2ccccc2Oc2ccccc21
6. COc1ccc(C(=O)CSc2nccc(Nc3ccc(S(=O)(=O)Nc4cc(C)on4)cc3)n2)cc1
Compound | 1 | 2 | 3 | 4 | 5 | 6
SF-539 | 91 | 82 | 100 | 99&100 | 88 | 104
SF-268 | 91 | 87 | 114 | 99 | 88 | 110
SNB-75 | 95 | 97 | 96 | 85&89 | 92 | 112
SF-295 | 96 | 81 | 97 | 105&99 | 102 | 107
HT29 | 110 | 72 | 112 | 105&100 | 103 | 115
HCC-2998 | 100 | 69 | 111 | 101&111 | 92 | 113
SNB-19 | 91 | 91 | 102 | 105&95 | 92 | 100
KM12 | 99 | 71 | 102 | 104 | 92 | 105
SW-620 | 93 | 88 | 97 | 111&97 | 89 | 107

7. CCCCCC(=O)N1c2ccccc2NC2=C(C(=O)CC(c3ccc(OC)c(OC)c3)C2)C1c1ccc(C(F)(F)F)cc1 (configuration not stated)
8. CCC(CC)Cc1cccnc1
9. CC(C)C1=C[C@@]23CC[C@@H]4[C@](C)(CCC[C@@]4(C)C(=O)OCc4cn(Cc5ccccc5)nn4)[C@H]2C[C@@H]1[C@H]1C(=O)OC(=O)[C@H]13
10. COc1ccc(/C(C)=C(\c2ccc(Cl)cc2)c2ccc(OCCCN(C)C)cc2)cc1F
11. COc1ccc(-n2cc(-c3ccc(Br)cc3)nc2SCC(=O)c2ccc(C)cc2)cc1
12. CC(=O)NC(C)c1c(OC(C)=O)ccc2ccccc12 (configuration not stated)
Compound | 7 | 8 | 9 | 10 | 11 | 12
SF-539 | 81 | 104 | 104 | 45 | 83 | 103
SF-268 | 57 | 99 | 90 | 82 | 73 | 98
SNB-75 | 83 | 102 | 98 | 71 | 46 | 95
SF-295 | 36 | 156 | 95 | 53 | 81 | 107
HT29 | 88 | 97 | 92 | 3.4* | 67 | 94
HCC-2998 | 81 | 107 | 97 | 48 | 86 | 92
SNB-19 | 58 | 113 | 101 | 67 | 81 | 102
KM12 | x | 97 | 92 | 29 | 92 | 102
SW-620 | 69 | 107 | 102 | 38 | 93 | 106

Among those listed so far, 2 contain an aryl thioether with sulfur outside any ring.
6. COc1ccc(C(=O)CSc2nccc(Nc3ccc(S(=O)(=O)Nc4cc(C)on4)cc3)n2)cc1
11. COc1ccc(-n2cc(-c3ccc(Br)cc3)nc2SCC(=O)c2ccc(C)cc2)cc1
Compound | 6 | 11
SF-539 | 104 | 83
SF-268 | 110 | 73
SNB-75 | 112 | 46
SF-295 | 107 | 81
HT29 | 115 | 67
HCC-2998 | 113 | 86
SNB-19 | 100 | 81
KM12 | 105 | 92
SW-620 | 107 | 93

(listing goes on)
13. COc1ccc(NC(=O)c2c(Nc3ccc(OC)cc3OC)[nH]n3c(=O)cc(C)nc23)c(OC)c1
14. Nc1nc(-c2cccc([N+](=O)[O-])c2)c(N=Nc2ccc(Br)cc2)s1
15. C#C[C@]1(O)CCC2C3CCc4cc(OC5CCCC5)ccc4C3CC[C@@]21C (some centres not stated)
16. Cc1cc(C(C)(C)C)cc(O)c1O
17. CCOC1=NC(=C(c2ccccc2)c2ccccc2)OC1=O
18. COc1ccc(/C=C2\N=C3N(N/C(=N\c4ncc(C)[nH]4)N3c3ccccc3)C2=O)cc1
Compound | 13 | 14 | 15 | 16 | 17 | 18
SF-539 | 85 | -98* | 101 | 104 | 93 | 95
SF-268 | 103 | 26 | 71 | 96 | 104 | 89
SNB-75 | x | -28* | 96 | 95 | 99 | 98
SF-295 | 91 | -65* | 77 | 91 | 101 | x
HT29 | 103 | 30 | 0.1* | 104 | 119 | 113
HCC-2998 | 115 | -32* | 74 | 120 | 100 | 105
SNB-19 | 86 | 30 | 104 | 110 | 110 | 102
KM12 | 102 | 15 | 34 | 110 | 103 | 103
SW-620 | 106 | -34* | 53 | 117 | 101 | 105

Three entries from above, arranged by count of non-hydrogen atoms, ascending:
15. C#C[C@]1(O)CCC2C3CCc4cc(OC5CCCC5)ccc4C3CC[C@@]21C (some centres not stated)
18. COc1ccc(/C=C2\N=C3N(N/C(=N\c4ncc(C)[nH]4)N3c3ccccc3)C2=O)cc1
13. COc1ccc(NC(=O)c2c(Nc3ccc(OC)cc3OC)[nH]n3c(=O)cc(C)nc23)c(OC)c1
Compound | 15 | 18 | 13
SF-539 | 101 | 95 | 85
SF-268 | 71 | 89 | 103
SNB-75 | 96 | 98 | x
SF-295 | 77 | x | 91
HT29 | 0.1* | 113 | 103
HCC-2998 | 74 | 105 | 115
SNB-19 | 104 | 102 | 86
KM12 | 34 | 103 | 102
SW-620 | 53 | 105 | 106

Among those listed so far, these contain fluorine:
1. COc1ccccc1C1C(C#N)=C(N)N(c2ccc(F)cc2F)C2=C1C(=O)CC(C)(C)C2 (configuration not stated)
7. CCCCCC(=O)N1c2ccccc2NC2=C(C(=O)CC(c3ccc(OC)c(OC)c3)C2)C1c1ccc(C(F)(F)F)cc1 (configuration not stated)
10. COc1ccc(/C(C)=C(\c2ccc(Cl)cc2)c2ccc(OCCCN(C)C)cc2)cc1F
Compound | 1 | 7 | 10
SF-539 | 91 | 81 | 45
SF-268 | 91 | 57 | 82
SNB-75 | 95 | 83 | 71
SF-295 | 96 | 36 | 53
HT29 | 110 | 88 | 3.4*
HCC-2998 | 100 | 81 | 48
SNB-19 | 91 | 58 | 67
KM12 | 99 | x | 29
SW-620 | 93 | 69 | 38

The results go on.
19. O=C1c2ccccc2-c2c1c1cccnc1c(=O)n2C[C@H](O)CO
20. CC(C)(C)c1nn(-c2ccccc2)c2c1CC1(CN2Cc2ccc3c(c2)OCO3)C(=O)c2ccccc2C1=O
21. C=C1C(=O)O[C@H]2[C@H](O)[C@@H](C)CCC/C(C)=C/CC[C@@]3(C)O[C@@H]3C[C@@H]12
22. CC(C)(C)OC(=O)NNc1ccc2cccc(O)c2n1
23. COc1ccc(-n2nc3c(c2-c2ccccc2)-c2oncc2CC3)cc1
24. CCc1cccc(CC)c1N1C(=O)C=CC1=O
Compound | 19 | 20 | 21 | 22 | 23 | 24
SF-539 | 52 | x | 84 | 109 | 98 | 107
SF-268 | 75 | 111 | 96 | 90 | 98 | 98
SNB-75 | 64 | 120 | 76 | 93 | 94 | 94
SF-295 | 50 | 106 | 89 | 90 | 90 | 106
HT29 | 58 | 103 | 100 | 103 | 92 | 113
HCC-2998 | 80 | 97 | 111 | 94 | 92 | 117
SNB-19 | 59 | 111 | 88 | 83 | 97 | 105
KM12 | 62 | 105 | 119 | 103 | 90 | 110
SW-620 | 50 | 101 | 80 | 89 | 102 | 108

25. CCCn1nc(C(=O)N2CCCCC2)c2c1CCC(NCCc1cccnc1)C2 (configuration not stated)
26. CCCCCCCC/C=C\CCCCCCCC(=O)OC/C=C\COC(=O)CCCCCCC/C=C/CCCCCCCC
27. CCOC(=O)c1sc(NC(=O)COc2cccc(/C=C3\CCc4cc(OC)ccc4C3=O)c2)nc1C
28. O=C(Nc1ncc(Cc2cccc(C(F)(F)F)c2)s1)C(=S)N1CCOCC1
29. O=c1cc(-c2ccccc2)oc2cc(OCCCCNCc3ccccc3)cc(O)c12
30. Nc1ccc2c(c1Cl)C(=O)c1ccc(N)c(Cl)c1C2=O
Compound | 25 | 26 | 27 | 28 | 29 | 30
SF-539 | 103 | 101 | 26 | 97 | -96* | 99
SF-268 | 91 | 109 | 69 | 96 | 44 | 106
SNB-75 | 92 | 96 | 99 | 88 | 53 | 86
SF-295 | 98 | 101 | 90 | 97 | -93* | 100
HT29 | 88 | 104 | 40 | 110 | -55* | 102
HCC-2998 | 100 | 110 | 32 | 101 | -97* | 95
SNB-19 | 103 | 104 | 58 | 96 | 67 | x
KM12 | 98 | 104 | 35 | 112 | 24 | 88
SW-620 | 109 | 110 | 36 | 105 | -39* | 88

31. CN1C([C@@H]2C[C@@H]3C(=O)N(c4ccccc4)C(=O)[C@@H]3c3ccoc32)=CC2C=CC=CC21 (some centres not stated)
32. COC(=O)[C@@]1(C)CC[C@]2(C)CC[C@]3(C)C4=CC=C5C(=CC(=O)C(O)=C5C)[C@]4(C)[C@@H](O)C[C@@]3(C)[C@@H]2C1
33. CCCCCCCCCCCCCCCc1ccc(OCC(O)CO)cc1 (configuration not stated)
34. C/C(=N/Nc1ccccc1[N+](=O)[O-])C(C)C#N (configuration not stated)
35. CC(C)=CC/C=C(/C)[C@H]1CC[C@]2(C)[C@@H]1CC[C@@H]1[C@@]3(C)C/C(=C/c4ccccn4)C(=O)C(C)(C)[C@@H]3CC[C@]12C
36. O=C(CC1(O)C(=O)Nc2c(Cl)cc(Cl)cc21)c1ccc(F)cc1 (configuration not stated)
Compound | 31 | 32 | 33 | 34 | 35 | 36
SF-539 | 93 | -8.8* | 108 | 93 | 76 | 92
SF-268 | 88 | 63 | 94 | 87 | 70 | 94
SNB-75 | 73 | 71 | 84 | 82 | 51 | 76
SF-295 | 98 | 75 | 105 | 107 | 68 | 99
HT29 | 100 | 31 | 92 | 94 | 51 | 107
HCC-2998 | 101 | 38 | 97 | 93 | 63 | 113
SNB-19 | 93 | 23 | 115 | 94 | 82 | 113
KM12 | 101 | 78 | 99 | 100 | 68 | 104
SW-620 | 94 | -10* | 110 | 112 | 61 | 103

37. Cn1ccnc1C(=O)/C=C/c1ccc(CNC(=O)c2ccc(Cl)cc2)cc1
38. CC(=O)N1N=C(c2ccc3c(c2)OCO3)CC1c1sc(N(C)Cc2ccccc2)nc1Cl (configuration not stated)
39. Nc1nc(N)nc(-c2ccco2)n1
40. COc1cc(C2CC(c3ccccc3)=NN2)ccc1Oc1ccnc2cc(Cl)ccc12 (configuration not stated)
41. OCC1(CO)CCCC(CO)(CO)C1O
42. COc1cccc(-c2nonc2NC(=O)c2ccccc2F)c1
Compound | 37 | 38 | 39 | 40 | 41 | 42
SF-539 | -27* | 112 | 103 | 116 | 108 | 97
SF-268 | 10 | 91 | 106 | 83 | 103 | 103
SNB-75 | 56 | 87 | 88 | 76 | 81 | 97
SF-295 | 14 | 96 | 99 | 73 | 96 | 95
HT29 | -16* | 108 | 104 | 88 | 104 | 103
HCC-2998 | 13 | 107 | 100 | 86 | x | 98
SNB-19 | 11 | 105 | 105 | 80 | 100 | 97
KM12 | 9.1* | 97 | 102 | 88 | 103 | 98
SW-620 | 9.2* | 103 | 101 | 97 | 103 | 100

43. CC(=O)Nc1ccc2c(c1)C(=Nc1ccc(C)cc1)c1ccccc1-2
44. COc1cc(-c2nc3ccccc3[nH]2)ccc1OCC(=O)N=Nc1c(O)[nH]c2ccc(Cl)cc12
45. CCN(CC)S(=O)(=O)c1ccc(NC(=O)CSc2nc3ccccc3o2)cc1
46. Nc1nc2c(nc(N3CCCC3)n2[C@@H]2O[C@H](CO)[C@@H](O)[C@H]2O)c(=O)[nH]1
47. O=C(CSc1nc2ccccc2c(=O)n1-c1ccc(Cl)cc1)N/N=C/c1ccc(Oc2ccc(Br)cc2)cc1
48. Cc1cccc(C(=O)C(O)(c2ccccc2)C2CCCCC2=O)c1 (configuration not stated)
Compound | 43 | 44 | 45 | 46 | 47 | 48
SF-539 | 98 | -84* | 110 | 99 | 103 | 99
SF-268 | 88 | -73* | 108 | 101 | 112 | 97
SNB-75 | 85 | -88* | 93 | 78 | 102 | 80
SF-295 | 109 | -69* | 107 | x | 105 | 99
HT29 | 104 | -59* | 113 | 110 | 111 | 84
HCC-2998 | x | -63* | 102 | 103 | 118 | 121
SNB-19 | 96 | -93* | 102 | 103 | 105 | 104
KM12 | 89 | -87* | 107 | 104 | 107 | 92
SW-620 | 96 | -68* | 105 | 105 | 102 | 95

49. CCOC(=O)C1=C(C)NC(SCc2nc(C)c(C)nc2C)N=C1c1ccc(C#N)cc1 (configuration not stated)
50. NS(=O)(=O)c1ccc(-n2nc(-c3ccc(Cl)cc3)c3ccccc3c2=O)cc1
51. Cc1ccc2c(c1)C(C)(C)C(C)(C)C2(C)C
52. Cc1c(C(=O)N2CCCCC2)[nH]c2ccc(Cl)cc2c1=O
53. CCN(CC)c1ccc(CCc2ccc(N(CC)CC)c3cccnc23)c2ncccc12
54. O=C(/C=N/O)c1ccccc1
55. C=C(C)[C@@H]1CC[C@]2(N=C=O)CC[C@]3(C)[C@H](CC[C@@H]4[C@@]5(C)Cc6c([nH]c7ccccc67)C(C)(C)[C@@H]5CC[C@]43C)[C@@H]12
Compound | 49 | 50 | 51 | 52 | 53 | 54 | 55
SF-539 | 105 | 89 | 97 | 102 | 98 | 108 | 89
SF-268 | 95 | 98 | 105 | 105 | 75 | 107 | 81
SNB-75 | x | 79 | 85 | 97 | 82 | 90 | 80
SF-295 | 106 | 97 | 95 | 102 | 97 | 110 | 111
HT29 | 110 | 97 | 95 | 95 | 69 | 114 | 98
HCC-2998 | 106 | 107 | 99 | 94 | 93 | 100 | 98
SNB-19 | 103 | 86 | 104 | 99 | 86 | 113 | 91
KM12 | 107 | 97 | 111 | 106 | 74 | 110 | 71
SW-620 | 108 | 105 | 113 | 104 | 77 | 109 | 78
